Compound activity deposited in PubChem BioAssay by several laboratories.
PPC-1+TRAIL kill = kills PPC-1 cancer cells in the presence of TRAIL; PPC-1 cells + TRAIL, ATPLite viability luminescence; cell killing (% activity), % at 4 µM; 220,000 compounds, 0.41% hits; AID 1443;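 active = cell killing above 50% in the first pass at 4 µM, then a duplicate retest at 5 µM averaging 50% or more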;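 also: plate controls were cells with TRAIL plus DMSO for no effect and medium-only wells lacking cells for full effect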
zfTRPN1 agonist = activates the zebrafish TRPN1 channel | AID 1424 | HEK293 zebrafish TRPN1-YFP, Fluo-8 calcium fluorescence; 100% = response to 87 µM carbachol | activation, % at 3 µM | 220,000 compounds, 0.18% hits;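 active = activation above its plate's cutoff, the mean activation of test wells on that plate plus 3 SD, cut at about 19% in these data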;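 also: 0% = DMSO alone and 100% = 87 µM carbachol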
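Assay system: Zebrafish TRPN1-YFP in HEK293 cells | Incubation: Dye loading 1 h at 37 °C, then 30 min room temperature | Measured by: Kinetic Fluo-8 fluorescence, ex 470-495, em 515-575 nm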
TRPML3 ag = activates the human TRPML3 channel. Q8TDD5. HEK293 TRPML3-YFP, Fluo-8 calcium fluorescence; 100% = the carbachol control signal. activation, % at 3 µM. 220,000 compounds, 0.29% hits;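 active = activation above its plate's cutoff, the mean activation of the plate's test wells plus 3 SD, cut at about 12% in these data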;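 also: 0% = DMSO only wells and 100% = carbachol wells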
Target sequence (Q8TDD5 whole entry, looked up): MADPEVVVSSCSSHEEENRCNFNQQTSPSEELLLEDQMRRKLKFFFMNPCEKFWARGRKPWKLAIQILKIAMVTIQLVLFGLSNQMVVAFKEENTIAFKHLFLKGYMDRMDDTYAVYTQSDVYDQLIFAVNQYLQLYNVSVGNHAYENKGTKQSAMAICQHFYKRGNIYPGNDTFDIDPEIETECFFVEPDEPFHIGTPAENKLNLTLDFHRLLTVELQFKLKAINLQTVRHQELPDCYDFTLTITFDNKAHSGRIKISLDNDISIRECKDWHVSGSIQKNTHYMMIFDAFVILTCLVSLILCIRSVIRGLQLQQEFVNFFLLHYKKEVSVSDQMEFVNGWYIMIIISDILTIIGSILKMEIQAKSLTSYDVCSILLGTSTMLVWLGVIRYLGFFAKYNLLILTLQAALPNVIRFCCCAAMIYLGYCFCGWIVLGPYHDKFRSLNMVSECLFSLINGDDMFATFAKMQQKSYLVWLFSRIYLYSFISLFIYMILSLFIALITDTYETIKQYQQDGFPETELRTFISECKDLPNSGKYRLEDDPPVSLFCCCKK
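Material: HEK293 cells stably carrying human TRPML3-YFP; compound dosing: single dose, 3 µM final nominal compound, 0.3% DMSO final; incubation: 1-h 37 °C dye load, 5-s basal, 120-s post-compound reads; technique: Fluo-8 intracellular calcium fluorescence, excitation 470-495 nm, emission 515-575 nm; read-out basis: percent activation from peak-to-basal fluorescence ratio, scaled between DMSO and carbachol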
BaF3 tox = reduces parental Ba/F3 cell viability, JAK2V617F counter-screen; CellTiter-Glo ATP luminescence; inhibition, % at 5.6 µM; 220,000 compounds, 1.1% hits; AID 1486;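 active = inhibition above a per-campaign cutoff, the mean inhibition of all tested compounds plus 3 SD, cut at about 27% in these data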;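 also: 0% = DMSO wells and 100% = JAK Inhibitor I control wells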
CHOP inh = inhibitors of CHOP induction in ER stress response; CHO-K1 CHOP-promoter luciferase, tunicamycin-induced, 15-18 h; inhibition, % at 10 µM; 220,000 compounds, 3.8% hits;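 active = compounds that reduced the stress-induced luciferase reporter signal by more than about 70% of percent inhibition, limit read from the data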;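 also: 0% = tunicamycin plus vehicle and 100% = wells without tunicamycin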
Ba/F3 V617F tox = reduce viability of Ba/F3 cells dependent on JAK2V617F; AID 1446; 220,000 compounds, 1.1% hits; Ba/F3 EpoR-JAK2V617F viability, ATP luminescence; inhibition, % at 5.6 µM;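 active = inhibition above the campaign mean plus 3 SD over all tested compounds, cut at about 24% in these data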;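 also: cytokine-independent growth of Ba/F3 cells driven by EpoR plus mutant JAK2; 0% = DMSO-treated cells and 100% = JAK inhibitor I control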
Wee1 stabilizer = blocks degradation of human Wee1 kinase; HeLa Luc-Wee1K328M stability, luciferase luminescence; 100% = proteasome inhibitor MG132 effect; reporter increase, % at 5 µM; 220,000 compounds, 1.2% hits; AID 1321;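 active = activation above the mean of all tested compounds plus 3 SD, set per screening run, cut at about 8.8% in these data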;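 also: cells exposed to compound for 20 h before luminescence read; 0% = DMSO alone and 100% = MG132 at 30 µM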
TNF necrop inh = TNF-alpha cell death inhibition in Jurkat FADD-/- cells | Jurkat FADD-/- TNF necroptosis rescue, ATP luminescence, 24 h; 0 = TNF only, 100 = no-TNF cells | activation (protection from cell death), % at 10 µM | 220,000 compounds, 0.068% hits | AID 463075;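 active = activation, meaning protection from cell death, of at least 50% relative to plate controls; inactive = activation below 50%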;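 also: necroptosis triggered by 40 ng/mL TNF-alpha added together with compound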
RBBP9 inh = blocks human serine hydrolase RBBP9 | O75884 | AID 1515 | recombinant RBBP9, FP-Rh probe fluorescence polarization | inhibition, % at 7.94 µM | 220,000 compounds, 0.2% hits;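 active = inhibition above the campaign mean of all tested compounds plus 3 SD, cut at about 14% in these data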;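 also: plate controls were DMSO wells with RBBP9 for no effect and wells lacking RBBP9 protein for full effect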
Target sequence (O75884 whole entry, looked up): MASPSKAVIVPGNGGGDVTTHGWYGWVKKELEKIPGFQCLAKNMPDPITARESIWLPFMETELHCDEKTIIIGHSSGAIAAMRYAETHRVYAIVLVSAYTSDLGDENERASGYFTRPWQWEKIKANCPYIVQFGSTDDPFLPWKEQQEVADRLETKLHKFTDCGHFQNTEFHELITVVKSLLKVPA
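System: RBBP9 protein | Quantity: 2.5 µM RBBP9 dispensing solution, before mixing | Reagent: FP-Rh probe, 375 nM dispensing solution | Timing: Enzyme-compound preincubation 30 min, then probe labeling 45 min, 25 °C | Measured by: Fluorescence polarization | Read-out: % inhibition | Replication: One well per compound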
* = called active by the depositor; nt = not tested or not shown; & = joins results of further samples.

SMILES	PPC-1+TRAIL kill	zfTRPN1 agonist	TRPML3 ag	BaF3 tox	CHOP inh	Ba/F3 V617F tox	Wee1 stabilizer	TNF necrop inh	RBBP9 inh
CCOc1ccc(N(CC(=O)Nc2ccccc2C(=O)N2CCOCC2)S(=O)(=O)c2ccc(F)cc2)cc1	11	0.9	0.3	1	11	-3	6	0.2	1
Cc1c(NC(=S)N/N=C/c2ccc(N(C)C)cc2)c(=O)n(-c2ccccc2)n1C	17	-0.1	0.4	4	9	-5	-1	2.5	-7
CC(=O)NN1C(=O)/C(=C\c2ccccc2)SC1=S	3	-0.5	0.1	6	nt	2	-3	-2.6	-3
O=C(O)c1ccc(CNc2ccccc2C(=O)O)cc1	12	-0.6	0.8	3	-12	2	-2	0.0	-13
C[C@H](NC(=O)OC(C)(C)C)C(=O)N/N=C/c1ccc2nccnc2c1	1	-0.8	1.0	6	2	-3	0	-4.6	13
Nc1nc(SCC(=O)NCc2ccccc2)n[nH]1	-2	-0.5	1.6	3	16	2	-1	-2.4	-7
Cc1cccc(C)c1NC1=NCCCCC1	7	-0.2	0.5	3	18	-3	-3	0.7	2
Cc1ccc(-c2cc(C(F)F)nc(NCc3cccnc3)n2)cc1	-2	-1.9	-1.3	2	76*	3	-1	-1.6	-6
CN(C)CCNC(=O)Cc1ccc([N+](=O)[O-])cc1	11	0.5	0.8	0	31	-2	0	0.7	-9
COc1ccccc1NCC(=O)NNC(C)C(=O)Nc1cccc(Cl)c1 (configuration not stated)	10	0.2	1.1	9	15	5	-1	0.4	-3
CC(C)[C@H](Nc1nc(-c2ccccc2)nc2c1oc1ccccc12)C(=O)O	-16	0.1	-0.1	1	28	-1	2	-1.2	-4
CC(Nc1cc(N2CCCC2)ccc1[N+](=O)[O-])c1ccccc1 (configuration not stated)	14	-0.5	-0.5	0	10	-3	1	-4.9	6
COc1ccc(S(=O)(=O)NC2CC(C)(C)NC(C)(C)C2)cc1C(C)C	0	-1.0	0.2	3	5	-4	3	1.3	5
O=C(COC(=O)c1ccc(O)cc1)Nc1ccccc1-c1ccccc1	21	4.8	1.1	2	45	-2	-1	1.7	2
Cc1nc2nc(C)c(CCC(=O)Nc3ccc4c(c3)OCO4)c(C)n2n1	-10	2.4	0.8	10	-14	-1	4	-0.2	0
CCN(CC)CCNC(=O)c1ccc(NC(C)=O)cc1	35&-9	1.2	0.9	4	-2&-2&-23	-1	-2	0.6&1.5	-1
CCOC(=O)c1c(-c2ccccc2)csc1NC(=O)CSc1nnc(C)s1	14	5.8	-0.5	11	46	2	12*	-3.3	3
Cc1ccc(CCn2c3c(c4ccccc42)CN(C)CC3)cn1	0	-0.5	0.9	6	5	-3	7	4.4	-5
COC(=O)[C@H](CCSC)NC(=O)NCc1ccccn1	10	1.2	0.1	-1	25	1	-1	-0.7	-4
O=C(/C=C/c1cccc([N+](=O)[O-])c1)Nc1ccccn1	15	0.5	0.9	5	-40	-3	6	1.2	-4
CC(Sc1nc(-c2ccccc2)cc(C(F)(F)F)n1)C(=O)O (configuration not stated)	nt	0.0	0.2	4	-16	3	-3	0.4	-5
CCOC(=O)c1ccc(N=C2SC(C(=O)NC)CC(=O)N2CCc2ccccc2)cc1 (configuration not stated)	-22	3.4	1.3	-2	-11	2	0	-1.1	-6
Cc1ccc(OCC(=O)N/N=C/c2ccccc2)c([N+](=O)[O-])c1	-2	0.4	0.2	5	2	5	0	-0.2	-3
Cn1c(=O)c2c(nc(N3CCNCC3)n2Cc2cccc3ccccc23)n(C)c1=O	-2	1.4	0.9	3	18	2	-2	-7.8	4
COc1ccccc1CNC(=O)CCSCc1cccc(Cl)c1	9	-1.6	0.5	4	20	1	-2	1.7	-2
CCCCCC(=O)NNC(=O)c1ccc(F)cc1	25	0.2	0.4	5	28	-2	1	1.0	-3
CCC1=Nc2cc(C(=O)NCCCOC)ccc2Sc2ccccc21	19	-1.4	0.3	79*	nt	77*	4	-8.8	-6
CCOC(=O)C1(CC2CCCCO2)CCN(C(=O)Nc2ccc(C)c(C)c2)CC1 (configuration not stated)	15	-1.1	0.0	0	21	-2	4	1.3	-10
N#Cc1ccccc1NC(=O)COc1c(Br)cc(Br)c2cccnc12	18	-0.1	0.4	-1	88*	0	2	0.3	-6
CCOC(=O)c1c(C(=O)OCC)c(C)n(CCc2ccc(OC)c(OC)c2)c1C	8	-0.4	-1.4	8	5	3	-2	-2.2	-9

An excerpt from above in order of the CHOP inh value, lowest first:
SMILES | TRPML3 ag | CHOP inh | Wee1 stabilizer | RBBP9 inh
Cc1ccc(OCC(=O)N/N=C/c2ccccc2)c([N+](=O)[O-])c1 | 0.2 | 2 | 0 | -3
Cn1c(=O)c2c(nc(N3CCNCC3)n2Cc2cccc3ccccc23)n(C)c1=O | 0.9 | 18 | -2 | 4
CCCCCC(=O)NNC(=O)c1ccc(F)cc1 | 0.4 | 28 | 1 | -3

More entries:
SMILES	PPC-1+TRAIL kill	zfTRPN1 agonist	TRPML3 ag	BaF3 tox	CHOP inh	Ba/F3 V617F tox	Wee1 stabilizer	TNF necrop inh	RBBP9 inh
CC(Sc1nc2cc([N+](=O)[O-])ccc2n1-c1ccc(F)cc1)C(=O)NCc1ccc2c(c1)OCO2 (configuration not stated)	9	-2.0	0.0	2	-8	-3	0	1.9	-2
COCCCN1CN(S(=O)(=O)c2ccc(Cl)cc2)c2nc3ccccc3nc21	2	1.2	0.2	3	93*	3	1	0.5	1
O=C(NC1(C(F)(F)F)NC(=O)N(Cc2cccnc2)C1=O)c1ccncc1 (configuration not stated)	-2	2.2	0.3	8	11	0	-1	0.4	-7
NC(=O)CSc1nnc(CCc2nc3ccccc3[nH]2)n1-c1ccccc1	nt	1.4	0.9	2	nt	-3	-1	-0.6	-11
CC(C)=C(NC(=O)c1ccccc1)C(=O)N/N=C/c1ccc(O)cc1	29	-1.1	0.7	-3	-8	-4	-3	3.1	-1
O=C(Oc1cccc2c(O)cccc12)c1ccccc1	-5	-1.0	-0.2	12	106*	24*	4	-11	3
CCN(CC)CCN(Cc1cc2cc3c(cc2[nH]c1=O)OCCO3)C(=O)NC1CCCCC1	8	0.8	0.6	0	-7	2	3	-0.5	1
CN=C(Nc1cc(Cl)ccc1Cl)SC1CC(=O)N(c2ccc(C(=O)OC)cc2)C1=O (configuration not stated)	21	1.4	0.4	1	105*	3	1	-5.4	-3
CN1CCN(Cc2cc(=O)oc3cc4c(cc23)CCC4)CC1	17	0.7	0.2	7	9	2	0	-0.3	-4
CCC(C)(C)NC(=O)c1ccc2c(c1)OCCO2	15	1.7	1.1	3	-9	2	-2	0.4	-4
CCOC(=O)N1CCC(NC(=O)CCc2nc(-c3ccccc3F)no2)CC1	3	-1.7	0.4	5	37	-4	-3	-0.6	-5
COc1ccc(OCC(=O)O/N=C(\N)Cc2cccs2)cc1	19	-2.0	-0.6	6	32	0	-3	1.9	-2
CCCN(CCC)S(=O)(=O)c1ccc(C(=O)Nc2nnc(-c3cccc(OC)c3)o2)cc1	37	0.8	0.8	4	92*	-3	1	1.2	-7
COc1ccc(N2CCN(CCCNS(=O)(=O)c3c(C)noc3/C=C/N(C)C)CC2)cc1	-3	0.2	-0.6	5	20	1	-1	-1.1	-2
COc1cccc(CN2CCN(C3CCN(c4ccccc4C)CC3)CC2CCO)c1 (configuration not stated)	0	0.6	1.1	4	31	-1	-1	0.9	-9
Cc1nnc(SCC(=O)N(C)Cc2ccccc2)[nH]c1=O	-3	1.7	-0.7	-1	6	-3	-3	0.1	-4
CCCC1C2C(=O)N(c3ccccc3OC)C(=O)C2ON1c1ccccc1 (configuration not stated)	-1	-0.5	0.3	8	2	1	2	-0.5	-6
COc1ccccc1CNC(=O)c1cnc2ccccn2c1=O	14	-0.2	0.2	0	-7	-4	3	0.4	-1
COC(=O)c1cn(C(=O)c2ccc(Cl)cc2)c2ccccc12	9	-1.8	0.6	-4	10	-1	-2	-1.9	-12
Cc1cc(Cl)c(S(=O)(=O)NCc2cccnc2)cc1OCC(N)=O	-6	0.4	0.6	2	24	-1	-2	-0.6	0
CN(C)c1ccc(N=Nc2ccccc2C(=O)OCC(=O)N2CCCCCC2)cc1	42	-2.8	-0.9	1	50	-4	0	4.3	-4
Cc1cccc(NC2SC(=O)NC2=O)c1 (configuration not stated)	14	-0.2	0.9	1	1	4	-1	0.3	-8
Cc1cc(Cl)ccc1OCC(=O)N1CCCN(C(=O)COc2ccc(Cl)cc2C)CC1	10	-2.5	0.1	4	26	0	3	1.5	-5
CC1(C)C2CC=C(/C=N/NC(=O)C(N)=O)C1C2 (configuration not stated)	21	-1.5	0.3	0	62	-3	0	-0.1	5
O=C(OCc1cc2ccccc2[nH]c1=O)c1cccs1	-1	0.0	1.4	2	27	-2	1	1.5	-11
O=C(CN1CCC(n2nnc3cc(F)ccc32)CC1)NCc1ccco1	6	0.1	0.3	-1	-1	-2	0	-0.3	-4
CCc1cc(C(c2ccncc2)N2CCN(C)CC2)c(NC(=O)c2ccccc2)s1 (configuration not stated)	22	0.0	0.0	-1	7	-2	-2	2.3	0
C(=C\c1ccccc1)/CSc1nnc(-c2cccnc2)n1Cc1ccco1	17	-1.2	0.0	8	3	0	0	0.4	-2
Cc1cc(OCC(=O)N2CCOCC2)ccc1NC(=O)C1CCCCC1	-2	2.4	0.9	1	-18	-4	3	0.9	-3
CCOC(=O)CNC(=O)CSc1nnc(-c2ccc(OC)cc2)n1CC	12	0.3	0.2	0	-10	-2	6	0.1	-4
CC(Cl)c1cc(-c2ncc(C(F)(F)F)cc2Cl)no1 (configuration not stated)	0	0.3	0.6	8	21	4	1	-0.3	-8
CNC(=S)/N=C/NOCc1ccc(Cl)cc1Cl	0	13	7.0	4	49	9	1	-9.1	-10
Cc1ccc2nc(SCC(=O)N(CC(C)C)c3c(N)n(Cc4ccccc4)c(=O)[nH]c3=O)[nH]c2c1	10	1.1	-0.2	0	-14	3	-1	-0.8	-9
Cc1nnsc1-c1nnc(SCC(=O)c2ccc(C#N)cc2)n1C1CC1	8	2.1	1.1	-4	2	-3	3	4.2	-2
Cc1cc(S(=O)(=O)NC2CCCCC2)ccc1-n1cnnn1	-4	1.3	0.1	5	9	-2	0	0.4	-2
COc1ccc(OCC(=O)Nc2ccc(N3CCOCC3)cc2)cc1	18	1.7	0.6	2	26	-5	-1	0.4	1
O=C(CSc1nc(-c2ccccc2)nc2c1CCCC2)N1CCOCC1	18	-1.3	0.4	7	24	2	1	0.1	-4
COc1ccc(CCNC(=O)c2cc(C3CC3)on2)cc1OC	9	2.1	0.1	0	11	0	0	2.2	-3
CC1CCN(C(=S)NC2CCCCC2)CC1	-6	0.0	0.8	7	25	3	0	-4.7	-9
